C2C12 statin: suppressors of statin myotoxicity in C2C12 myotubes, primary screen, cell-based, single point, plate reader; 0.78% of 330,000 active; rescue of ATP level, % at 7.49 µM; C2C12 myotubes + simvastatin, ATP luminescence, 48 h; scaled: DMSO 0, geranylgeraniol control 100; AID 602340, 2012;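 active = mean ATP rescue above about 67%, or every replicate alone reaching that limit, limit read from the data, passing the limit was not always enough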;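 note: myotubes were challenged with 10 µM simvastatin during compound exposure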
ERAP1 inh: human ERAP1 aminopeptidase inhibitors, primary screen, biochemical, single point, plate reader | Endoplasmic reticulum aminopeptidase 1 (Homo sapiens), Q9NZ08 | recombinant ERAP1, Leu-AMC fluorescence, 60 min | inhibition, % at 10.7 µM | 0.15% of 340,000 active;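 active = mean replicate inhibition of at least 30%, or all replicates individually reaching that 30% level; inactive = mean below 30% and not every replicate reaching it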;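 note: 0% = neutral control wells and 100% = L-leucinethiol positive control wells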
Target sequence (Q9NZ08 whole entry, looked up): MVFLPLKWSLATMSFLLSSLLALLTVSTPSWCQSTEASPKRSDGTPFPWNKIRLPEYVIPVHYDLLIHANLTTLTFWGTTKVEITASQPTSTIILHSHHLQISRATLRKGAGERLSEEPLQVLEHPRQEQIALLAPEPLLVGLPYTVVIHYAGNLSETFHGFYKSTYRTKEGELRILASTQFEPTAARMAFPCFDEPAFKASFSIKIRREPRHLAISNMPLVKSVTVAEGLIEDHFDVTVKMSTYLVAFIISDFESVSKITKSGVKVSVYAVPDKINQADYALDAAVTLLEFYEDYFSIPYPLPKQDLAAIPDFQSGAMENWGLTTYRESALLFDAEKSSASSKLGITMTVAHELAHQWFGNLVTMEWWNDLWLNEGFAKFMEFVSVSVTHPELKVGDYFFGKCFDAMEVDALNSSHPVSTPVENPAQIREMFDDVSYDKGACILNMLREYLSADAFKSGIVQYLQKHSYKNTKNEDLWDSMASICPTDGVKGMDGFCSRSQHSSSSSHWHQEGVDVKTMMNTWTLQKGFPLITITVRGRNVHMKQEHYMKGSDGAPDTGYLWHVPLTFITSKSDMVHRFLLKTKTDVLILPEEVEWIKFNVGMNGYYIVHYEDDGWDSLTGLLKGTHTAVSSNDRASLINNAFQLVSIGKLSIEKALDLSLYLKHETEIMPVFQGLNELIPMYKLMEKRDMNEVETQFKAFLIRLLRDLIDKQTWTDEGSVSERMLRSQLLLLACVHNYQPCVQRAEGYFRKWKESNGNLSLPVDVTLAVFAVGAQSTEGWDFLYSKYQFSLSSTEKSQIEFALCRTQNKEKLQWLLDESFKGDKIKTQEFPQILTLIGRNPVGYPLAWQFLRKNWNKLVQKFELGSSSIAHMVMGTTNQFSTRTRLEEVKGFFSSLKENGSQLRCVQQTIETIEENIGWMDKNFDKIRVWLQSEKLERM
XiGFP reactiv: activators of inactive X chromosome reactivation, primary screen, imaging, XiGFP fibroblasts, GFP high-content imaging, set 2 | XiGFP mouse fibroblasts, % GFP-positive cells imaging, 3 d; cells co-treated with 5-aza-dC sensitizer; scaled so ellipticine positive control = 100% | 0.055% of 360,000 active | activation, % at 7.58 µM;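 active = mean normalized replicate activation at least 10% and every replicate at or above 10%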;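 note: 0% = median of on-plate neutral control wells and 100% = ellipticine 6 µM median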
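System: 68-5-11 XiGFP fibroblast line; Timing: 3 days compound exposure; Compound dosing: one concentration, pinned; Benchmarks: positive control ellipticine, 6 µM final; Buffer or medium: DMEM containing 5-aza-dC.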
Cneo AK release: Cryptococcus neoformans cell lysis inducers, primary screen, AK release luminescence, single concentration; C. neoformans lysis, adenylate kinase release luminescence, 4 h; normalised: neutral wells 0, clomiphene wells 100; lysis activity, % at 15 µM; AID 651654, 2012; 0.2% of 360,000 active;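 active = mean lysis activity across replicates of at least 80%, whatever share of replicates individually reach that level; inactive = mean lysis activity below 80%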
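Schedule: static 4 h at 37 °C with compound, 1 h detection; system: C. neoformans cells; benchmarks: Clomiphene as positive control; buffer or medium: fresh YPD medium; measure: luminescence rise reflecting yeast cell lysis; measured by: luminescent adenylate kinase detection reagent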
S100A4 inh HTS: inhibitors of S100A4-myosin IIA peptide binding, primary screen, biochemical, fluorescence polarization, TAMRA-MyoIIA peptide. inhibition, % at 10.7 µM. 0.14% of 360,000 active. AID 652163, 2013;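 active = mean inhibition of at least 70% across replicates, with every replicate also reaching that level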
Target sequence (P26447 whole entry, looked up): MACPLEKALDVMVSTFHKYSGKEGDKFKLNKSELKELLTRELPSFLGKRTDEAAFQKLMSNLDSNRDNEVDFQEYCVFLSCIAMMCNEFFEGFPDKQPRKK
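Material: S100A4 monomer protein / Buffer or medium: 50 mM HEPES pH 7.2, 10 mM CaCl2, 100 mM KCl / Times: 5 min incubation before reading / Benchmarks: neutral control DMSO, positive control TFP / Reagent: labelled myosin peptide probe, 5 nM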
PGC1a acetyl inh: inhibitors of PGC1a acetylation signal, primary screen, cell-based, U2OS, AlphaScreen, inhibitor mode; AlphaScreen anti-acetyl-lysine; with virally co-expressed GCN5 acetyltransferase; inhibition, % at 15.6 µM; 0.17% of 350,000 active; AID 651687, 2012;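 active = every replicate shows inhibition of at least 40%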;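 note: 0% = neutral control wells and 100% = positive control wells; some results beyond the cut were filed as inactive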
SIRT5 block: SIRT5 desuccinylase inhibitors, primary screen, biochemical, fluorescence imaging, single point, set 5; NAD-dependent protein deacylase sirtuin-5, mitochondrial (Homo sapiens), Q9NXA8; Purified SirT5, succinyl-peptide AMC, trypsin-coupled fluorescence; inhibition, % at 15 µM; 1.1% of 330,000 active; in the data active = inhibition above about 15%
LGR2 inh: inhibitors of bursicon-induced LGR2 CRE-luciferase signal, primary screen, cell-based, HEK293, CRE-luciferase reporter, bursicon stimulation. bursicon-stimulated, 4 h. inhibition, % at 9.99 µM. 0.35% of 380,000 active;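 active = drop in luminescence signal, shown as inhibition above about 50% in the replicate tests, limit read from the data, passing the limit was not always enough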;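 note: agonist challenge used bursicon conditioned medium at about half maximal strength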
The depositor's hits bear a star; / = not tested or not shown. These rows are one share of the data; the hit share may differ from the screen's.

Sample of the layout, 3 compounds:
Structure	C2C12 statin	ERAP1 inh	XiGFP reactiv	Cneo AK release	S100A4 inh HTS	PGC1a acetyl inh	SIRT5 block	LGR2 inh
CC(=O)N1CC2(C1)[C@@H](c1ccc(-c3ccc(F)cc3)cc1)[C@@H](CO)N2CC1CC1	/	0	0.1	/	2	1	-6	7
COc1cc(/C=C2\N=C(c3ccccc3)OC2=O)ccc1OC(C)=O	-10	-2	-0.1	3	-4	-7	-2	-10
COc1ccc(OC(=O)N2CCOCC2)cc1	11	-1	0.3	-1	-8	/	2	0

The listing (from the top)
Structure	C2C12 statin	ERAP1 inh	XiGFP reactiv	Cneo AK release	S100A4 inh HTS	PGC1a acetyl inh	SIRT5 block	LGR2 inh
CC(=O)N1CC2(C1)[C@@H](c1ccc(-c3ccc(F)cc3)cc1)[C@@H](CO)N2CC1CC1	/	0	0.1	/	2	1	-6	7
COc1cc(/C=C2\N=C(c3ccccc3)OC2=O)ccc1OC(C)=O	-10	-2	-0.1	3	-4	-7	-2	-10
COc1ccc(OC(=O)N2CCOCC2)cc1	11	-1	0.3	-1	-8	/	2	0
S=c1[nH]nc(C2CCCCC2)n1/N=C/c1ccccn1	/	0	-0.1	-4	-6	/	-5	10
Cc1cccc(N2CCN(C(=O)CSc3nnnn3C3CC3)CC2)c1C	20	-9	0.2	-1	-10	5	0	-5
O=C(c1ccc(F)cc1)N1CC(=O)N2[C@H](CO)[C@H](c3ccc(C#CC4CCCCC4)cc3)[C@H]2C1	/	-2	-0.1	/	-9	-5	2	-14
COC(=O)CCC(=O)Nc1ccccc1C(=O)Nc1ccccc1	-1	/	/	-7	/	-3	/	10
Cc1ccc(CN2CCN(Cc3ccccc3C(F)(F)F)CC2)cc1	8	/	/	3	/	-10	/	4
CC(=O)c1ccc(NC(=S)N(Cc2ccccc2)C(C)C2CC2)cc1 (stereo not drawn)	/	1	1.0	/	0	-4	1	20
COc1ccc(N(Cc2cc(=O)[nH]c3ccccc23)C(=O)c2ccco2)cc1	135*	5	/	2	0	8	-3	-1
CSc1ncccc1C(=O)OCC(=O)c1ccc(Br)s1	2	-2	0.0	/	-16	3	1	6
CCOC(=O)C1CCN(S(=O)(=O)c2ccc3c(c2)CC(C)N3C(=O)C2CCC2)CC1 (stereo not drawn)	6	2	0.0	0	-5	-18	-3	-7
C/C=C/c1ccc2c(c1)O[C@H](CN(C)C(=O)c1ccccn1)[C@H](C)CN([C@@H](C)CO)S2(=O)=O	14	-2	0.6	-3	-1	-13	0	-6
Fc1ccc(-c2cn3ccccc3n2)cc1	-8	-2	0.0	-2	-2	8	-8	-8
C[C@H](CO)N1C[C@H](C)[C@H](CN(C)S(=O)(=O)c2ccccc2)Oc2ccc(NC(=O)Nc3ccc(C(F)(F)F)cc3)cc2CC1=O	/	-6	0.6	/	-7	5	-1	10
Cc1ccc(C(=O)N2N=C(CC(C)C)CC2(O)C(F)(F)F)o1 (stereo not drawn)	0	-1	0.1	/	0	8	5	14
COc1ccc(N2CC(C(=O)NCCc3ccc(Cl)cc3)CC2=O)cc1 (stereo not drawn)	/	-2	-0.1	0	-1	-15	-1	-16
COc1ccc(CN(C)C[C@@H]2Oc3ccc(NC(=O)Nc4ccc(C(F)(F)F)cc4)cc3CC(=O)N([C@@H](C)CO)C[C@@H]2C)cc1	1	-1	0.0	0	8	5	4	-14
O=C1CC2(CCN(C(=O)c3ccc(F)c(F)c3)CC2)Oc2ccccc21	6	1	0.0	-2	2	2	-2	-37
C=CCN1C(=O)C(CC(=O)Nc2ccc(OC)cc2)SC1=Nc1ccc(S(N)(=O)=O)cc1 (stereo not drawn)	2	-4	0.1	/	-2	-10	0	1
Cc1cc(C)nc(Nc2cccc(Cl)c2)n1	-9	-2	0.1	-2	3	/	-1	-5
COC(=O)C[C@@H]1CC[C@H]2[C@H](COc3ccc(NC(=O)c4cccc(OC)c4)cc3C(=O)N2C)O1	-22	3	-0.1	-4	12	-7	-2	-5
O=C1NCCn2ccc(=O)cc21	/	-6	-0.1	/	-4	8	-3	9
C[C@H](CO)N1C[C@H](C)[C@@H](CN(C)S(=O)(=O)c2ccc(F)cc2)OCCCC[C@H](C)Oc2ccc(NC(=O)c3ccccc3)cc2C1=O	/	0	0.0	2	1	-7	8	3
COc1ccc(N2CCCn3c2nc2c3c(=O)n(Cc3ccccc3)c(=O)n2C)c(OC)c1	/	-2	0.0	/	-11	4	-4	-2

Four entries from above, set out differently.
C[C@H](CO)N1C[C@H](C)[C@H](CN(C)S(=O)(=O)c2ccccc2)Oc2ccc(NC(=O)Nc3ccc(C(F)(F)F)cc3)cc2CC1=O
  C2C12 statin: /
  ERAP1 inh: -6
  XiGFP reactiv: 0.6
  Cneo AK release: /
  S100A4 inh HTS: -7
  PGC1a acetyl inh: 5
  SIRT5 block: -1
  LGR2 inh: 10

Cc1ccc(C(=O)N2N=C(CC(C)C)CC2(O)C(F)(F)F)o1 (stereo not drawn)
  C2C12 statin: 0
  ERAP1 inh: -1
  XiGFP reactiv: 0.1
  Cneo AK release: /
  S100A4 inh HTS: 0
  PGC1a acetyl inh: 8
  SIRT5 block: 5
  LGR2 inh: 14

COc1ccc(N2CC(C(=O)NCCc3ccc(Cl)cc3)CC2=O)cc1 (stereo not drawn)
  C2C12 statin: /
  ERAP1 inh: -2
  XiGFP reactiv: -0.1
  Cneo AK release: 0
  S100A4 inh HTS: -1
  PGC1a acetyl inh: -15
  SIRT5 block: -1
  LGR2 inh: -16

COc1ccc(CN(C)C[C@@H]2Oc3ccc(NC(=O)Nc4ccc(C(F)(F)F)cc4)cc3CC(=O)N([C@@H](C)CO)C[C@@H]2C)cc1
  C2C12 statin: 1
  ERAP1 inh: -1
  XiGFP reactiv: 0.0
  Cneo AK release: 0
  S100A4 inh HTS: 8
  PGC1a acetyl inh: 5
  SIRT5 block: 4
  LGR2 inh: -14

Remaining list, next part:
Structure	C2C12 statin	ERAP1 inh	XiGFP reactiv	Cneo AK release	S100A4 inh HTS	PGC1a acetyl inh	SIRT5 block	LGR2 inh
Cc1ccc(C)c(N2CCN(C(=O)c3ccc(NC4=NC5CS(=O)(=O)CC5S4)cc3)CC2)c1 (stereo not drawn)	-2	1	0.0	0	4	-5	-4	8
O=C(O)Cc1sc(Nc2ccc(Cl)cc2)nc1-c1cccs1	/	-1	0.0	/	-58	/	-1	-62
COc1cc(OC)cc(C(=O)NCCc2ccc(OC)c(OC)c2)c1	5	-3	0.0	1	-2	1	-4	25
CC(NC(=O)C1CCC1)c1ccc(Br)cc1 (stereo not drawn)	/	-1	-0.1	/	3	/	-4	9
O=C(c1ccsc1)N1CCCC(Nc2ccc(F)c(F)c2)C1 (stereo not drawn)	6	-2	0.0	-6	-14	4	0	5
Cc1ccc(S(=O)(=O)Nc2ccc3c(c2)C(=O)N([C@@H](C)CO)C[C@@H](C)[C@H](CN(C)Cc2ccccc2)OCCCC[C@H](C)O3)cc1	/	2	-0.1	/	-8	-16	17*	19
C/C(=N\NC(=O)CNc1cccc2ccccc12)c1ccccc1	/	-6	0.2	/	-4	1	-4	6
CO[C@H]1CN(C)C(=O)c2ccc(NS(=O)(=O)c3ccc(C)cc3)cc2OC[C@@H](C)NC[C@H]1C	-6	-2	0.0	-4	1	-4	-4	-13
O=C(CN1C(=O)CSc2ccc(S(=O)(=O)N3CCOCC3)cc21)NCc1c(F)cccc1Cl	4	1	0.0	0	0	15	5	-15
CCOC(=O)c1cnc(-c2ccccc2O)nc1Cl	/	2	0.2	/	0	/	1	/
COCC(=O)Nc1ccc2c(c1)C(=O)N(C)[C@H]1CC[C@@H](CC(=O)NC3CCCC3)O[C@@H]1CO2	-17	/	0.4	-5	/	6	/	3
COc1cccc(-c2ccc([C@H]3[C@H]4CN(C(=O)NC(C)C)CCCCN4[C@H]3CO)cc2)c1	/	-2	0.2	1	14	-2	1	-2
C[C@H](CO)N1C[C@H](C)[C@H](CN(C)C(=O)CCC(F)(F)F)OCc2ccccc2-c2c(n(C)c3ccccc23)C1=O	11	5	-0.2	-3	3	-12	0	0
COCCN(CCOC)C(=S)Nc1ccccc1Cl	/	14	0.0	/	5	/	-1	-5
CCOC(=O)c1c(NC(=O)/C=C/C(=O)O)sc(C)c1-c1ccc(C)c(C)c1	/	2	0.4	/	-6	-2	2	15
CN1CCN(C(=O)c2cc(Cl)cc(Cl)c2NC(=O)c2ccco2)CC1	/	-2	0.3	/	-1	/	-1	-1
CCn1c(SCC(=O)NC2CC2)nc2ccccc21	11	-1	-0.1	1	2	/	0	6
CC(O)CNc1nc2c(c(=O)n(Cc3ccc(Cl)cc3)c(=O)n2C)n1C (stereo not drawn)	20	2	0.5	-8	-2	-7	-3	5
Cc1cccc(NC(=O)C2CCCN(C(=O)Nc3ccc(F)cc3)C2)c1 (stereo not drawn)	-23	0	0.2	0	6	/	-1	1
Cc1noc(C)c1NC(=O)Nc1ccc2c(c1)C(=O)N([C@H](C)CO)C[C@H](C)[C@@H](CN(C)C(=O)Nc1cccc3ccccc13)OCCCC[C@@H](C)O2	/	/	0.5	-5	/	-6	/	3
Cc1nc2c(C)cccc2c(SC(=N)N)c1CC=C(Cl)Cl	/	3	-0.1	/	-4	/	-2	/
CCNC(=O)C[C@H]1CC[C@H]2[C@H](COc3ccc(NC(=O)C4CCCCC4)cc3C(=O)N2C)O1	0	-1	0.1	-4	-1	-1	1	-16
CCc1nnc(NC(=O)COc2ccc(N(C)S(=O)(=O)c3ccc(C)cc3)cc2)s1	11	22	-0.2	-1	6	-15	-5	39
O=C(COc1ccccc1)NNc1nc2c(F)cccc2s1	/	2	-0.5	/	1	/	-3	0
COc1ccc(/C=C2\SC(=O)N(CC(=O)NN3CCN(C)CC3)C2=O)cc1OC	9	/	-0.2	1	-1	-1	1	-4

Structure	C2C12 statin	ERAP1 inh	XiGFP reactiv	Cneo AK release	S100A4 inh HTS	PGC1a acetyl inh	SIRT5 block	LGR2 inh
Cc1ccc(F)c(S(=O)(=O)NC(=O)C2(C)CCN2C(=O)Cc2ccc(-c3ccccc3)cc2)c1 (stereo not drawn)	0	1	0.0	-1	-1	-2	1	12
O=C(COc1ccc2c3c(c(=O)oc2c1)CCCC3)NCCCN1CCCC1=O	-7	3	0.1	5	-31	10	-14	-17
C[C@@H]1CN([C@@H](C)CO)C(=O)c2cc(-c3cccnc3)cnc2O[C@@H]1CN(C)C(=O)Nc1ccccc1	-1	0	-0.9	8	14	0	-5	-19
FC(F)Sc1nc2ccccc2[nH]1	5	1	0.0	/	-1	1	-2	6
COc1ccc(CC(=O)N2CCN(C(=O)c3ccco3)CC2)cc1	/	5	/	/	1	/	-2	-3
CC1CCCN(Cc2c(O)ccc3c(=O)c(-c4nc5ccccc5s4)c(N)oc23)C1 (stereo not drawn)	-138	/	/	0	/	-62	/	-13
C=CCc1c(C)nc(N2CCSCC2)[nH]c1=O	/	0	0.0	/	-1	/	-2	/
